Kir21 block – Kir2.1 (mouse) channel inhibition; P35561; HEK293-Kir2.1, FluxOR thallium flux fluorescence; hits give low values; B-score at 10 µM; 310,000 tested, 0.85% active; AID 1672;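 active = fluorescence ratio B-score at or below minus 3 SD of library scores, with starting-brightness B-score within 2 SD, cut at about -4.2 in these data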;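 also: channel flux triggered by added potassium and thallium sulfate stimulus; B-score of peak minus minimum fluorescence over baseline after thallium stimulus; more negative B-score means stronger Kir2.1 block with less thallium influx; some compounds called inactive have numbers as strong as hits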
Target sequence (P35561 whole entry, looked up): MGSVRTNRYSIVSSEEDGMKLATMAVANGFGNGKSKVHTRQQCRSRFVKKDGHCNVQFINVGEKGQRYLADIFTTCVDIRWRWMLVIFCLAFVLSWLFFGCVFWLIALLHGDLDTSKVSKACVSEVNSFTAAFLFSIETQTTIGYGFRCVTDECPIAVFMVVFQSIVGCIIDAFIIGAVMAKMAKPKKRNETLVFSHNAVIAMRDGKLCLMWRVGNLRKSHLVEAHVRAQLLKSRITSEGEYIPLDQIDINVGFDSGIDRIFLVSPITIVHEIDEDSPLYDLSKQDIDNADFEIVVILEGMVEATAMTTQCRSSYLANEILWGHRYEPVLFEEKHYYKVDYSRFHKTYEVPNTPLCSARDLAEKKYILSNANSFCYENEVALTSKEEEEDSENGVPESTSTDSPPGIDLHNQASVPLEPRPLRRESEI
CHT inh – inhibitors of human choline transporter CHT | Q9GZV3 | CHT-expressing cells, membrane potential dye, choline response; hits give low values | B-score at 10 µM | 310,000 tested, 0.86% active;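 active = B-score over 3 SD under the library average, and starting fluorescence ratio not unusually high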;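 also: choline stimulus applied at its EC90 after an EC20 pre-addition; B-score computed on integrated fluorescence ratio after choline addition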
Target sequence (Q9GZV3 whole entry, looked up): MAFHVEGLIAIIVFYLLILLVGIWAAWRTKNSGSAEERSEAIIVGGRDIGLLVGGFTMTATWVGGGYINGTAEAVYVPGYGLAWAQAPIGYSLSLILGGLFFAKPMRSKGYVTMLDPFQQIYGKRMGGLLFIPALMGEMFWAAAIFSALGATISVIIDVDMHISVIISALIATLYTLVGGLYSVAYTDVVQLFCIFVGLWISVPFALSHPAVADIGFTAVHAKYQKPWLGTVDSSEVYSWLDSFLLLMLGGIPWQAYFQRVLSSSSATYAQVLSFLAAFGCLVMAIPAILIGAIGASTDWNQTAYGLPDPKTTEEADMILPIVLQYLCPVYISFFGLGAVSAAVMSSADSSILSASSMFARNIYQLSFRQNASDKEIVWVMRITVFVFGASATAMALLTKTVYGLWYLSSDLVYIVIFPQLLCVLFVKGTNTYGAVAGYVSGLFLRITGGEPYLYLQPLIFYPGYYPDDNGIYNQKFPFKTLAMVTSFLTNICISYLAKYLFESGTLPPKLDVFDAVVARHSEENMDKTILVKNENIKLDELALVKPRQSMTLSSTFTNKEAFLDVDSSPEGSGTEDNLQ
Active calls of the source: *; i = inactive; x = not tested or not shown. Compounds were not picked by outcome; about 1.6% have a hit in one of these screens.

SMILES	Kir21 block	CHT inh
CC(=O)N[C@@H](Cc1c[nH]c2ccccc12)C(=O)OCC(=O)Nc1ccc(S(=O)(=O)N(C)C)cc1	2.1	i
COc1ccc(Cl)c2sc(N(CCN(C)C)C(=O)c3ccc4c(c3)OCCO4)nc12	-2.8	-9.8*
O=C(CCc1nc2sc3c(c2c(=O)[nH]1)CCCC3)Nc1ccccc1Cl	-0.14	i
CCn1c(NC(=O)C(C)C)c2ccccc2nc1=O	-0.01	i
Cc1nc2cc(C(F)(F)F)ccc2n1C1CCN(CC(=O)N2CCCC2)CC1	0.75	i
CCCNC(=O)C(=O)N/N=C/c1cccs1	-1.4	i
CC(=O)N1N=C(c2cccc([N+](=O)[O-])c2)OC1c1ccc(Br)cc1 (stereo not given)	0.8	i
COc1cccc(C2Nc3ccc4ccccc4c3C3=C2C(=O)CCC3)c1O (stereo not given)	-0.17	i
CCOc1ccc(/C(C)=N\NC(=O)Cc2ccccc2)cc1	0.41	i
COCC1CCCCC1OS(N)(=O)=O (stereo not given)	0	i
CCP(=O)(CC)C(C)(C)CP(=O)(c1ccccc1)c1ccccc1	0.27	i
CCN(CC)c1ccc(NC(=O)c2nc3nc(C)cc(C(F)F)n3n2)cc1	0.05	i
COC(=O)c1ccc(OC)c(-c2c(OC)cc(OC)cc2OC)c1	0.34	i
O=C(CN1C(=O)c2ccccc2C1=O)NCCc1c[nH]c2ccc(Cl)cc12	0.88	i
COc1ccc(OC)c(C(C)NC(C)=O)c1 (stereo not given)	0.65	i
COc1cccc2c(C)c(C(=O)O)[nH]c12	-0.3	i
O=C(O)c1ccc(S(=O)(=O)N2CCCC2)cc1	0.06	i
CC(C)N=C(NC#N)SCc1ccc(Br)cc1	0.32	i
CC1(C)SC[C@H](C(=O)Nc2cccc(Cl)c2)N1C=O	1.4	i
C=CCOc1ccc(/C=N/NC(=O)c2cc3c(OC)cc(OC)cc3[nH]2)cc1	-1.2	i
Cc1ccc(S(=O)(=O)N(C)C)cc1NC(=O)CCc1ccccc1	-1.5	i
Cc1cccnc1NC(=O)c1ccccc1NC(=O)C(C)(C)C	0	i
C=COCCNC(=S)N1CCOCCOCCN(C(=S)NCCOC=C)CCOCC1	-3.6	i
CC(=O)Nc1c(C(=O)NCc2ccccc2)nnn1Cc1ccccc1	0.67	i
Cc1ccnc(NC(=O)COC(=O)c2ccc(F)cc2F)n1	1.4	i
COc1ccc(-c2cc(C(=O)Nc3cc(C)nn3-c3ccccc3)no2)cc1OC	1.2	i
O=C(COC(=O)c1cc([N+](=O)[O-])ccc1N1CCOCC1)Nc1ccc(Cl)cn1	0.26	i
CCN(CC(=O)Nc1c(F)cccc1F)C(=O)c1cc([N+](=O)[O-])ccc1N1CCOCC1	0.15	i
CC(C)OC(=O)CSc1nc(N)c(C#N)c(-c2cccs2)c1C#N	-0.31	i
O=CN1CCN(C(=O)CC(c2ccccc2)c2cc(Br)ccc2O)CC1 (stereo not given)	1.1	i

Continued, overlapping the part above by three compounds.
SMILES	Kir21 block	CHT inh
CCN(CC(=O)Nc1c(F)cccc1F)C(=O)c1cc([N+](=O)[O-])ccc1N1CCOCC1	0.15	i
CC(C)OC(=O)CSc1nc(N)c(C#N)c(-c2cccs2)c1C#N	-0.31	i
O=CN1CCN(C(=O)CC(c2ccccc2)c2cc(Br)ccc2O)CC1 (stereo not given)	1.1	i
Cc1ccc2nc(NC(=O)CN(C)S(=O)(=O)c3ccc(Br)s3)sc2c1	0.78	i
Cc1ccc(-c2c(C#N)c(N)nc3c2CCCCC3)cc1	-0.92	i
Cc1cccc(OCC(=O)NCC(=O)N/N=C/c2ccc(N(C)C)cc2)c1	-0.19	i
COc1ccc(-n2cc(-c3ccccc3)c3c(NCCOCCO)ncnc32)cc1	0.13	i
COc1cc2c(cc1NC(=O)CSc1nc3ccccc3[nH]1)oc1ccccc12	-2	i
Cc1c(Cc2ccccc2)c(=O)oc2cc(OC(C)C(=O)NCC3CCC(C(=O)O)CC3)c(Cl)cc12 (stereo not given)	2	i
COc1ccccc1Cn1c(=S)[nH]c2cc(C(=O)NCCN3CCOCC3)ccc2c1=O	0.82	i
CCOc1ccccc1NC1=C(Cl)C(=O)N(c2ccc(OC)cc2)C1=O	0.92	i
COc1ccc(-c2nnc3ccc(SCC(=O)NCc4ccco4)nn23)cc1	0.1	i
N#CCc1c(C#N)c(N)nc(N2CCOCC2)c1C#N	0.47	i
COc1ccc(C(=O)c2c[nH]c(C(=O)NCCCn3ccnc3)c2)cc1	-0.33	i
CC(=O)OCC(=O)NCc1ccc2c(c1)OCO2	-1.8	i
COc1ccc(N(CC(=O)NC2CCCCC2)C(=O)CCC(=O)Nc2nc(C)cs2)cc1OC	0.08	i
COc1cccc(C2C(C(=O)c3cc4ccccc4o3)=C(O)C(=O)N2CCN(C)C)c1OC (stereo not given)	2.3	i
COCC(=O)NC1CC2CCC(C1)N2C(=S)Nc1ccccc1C(=O)OC (stereo not given)	0	i

Compounds above that contain a nitro group on carbon:
SMILES	Kir21 block	CHT inh
CC(=O)N1N=C(c2cccc([N+](=O)[O-])c2)OC1c1ccc(Br)cc1 (stereo not given)	0.8	i
O=C(COC(=O)c1cc([N+](=O)[O-])ccc1N1CCOCC1)Nc1ccc(Cl)cn1	0.26	i
CCN(CC(=O)Nc1c(F)cccc1F)C(=O)c1cc([N+](=O)[O-])ccc1N1CCOCC1	0.15	i

One compound at a time (already shown). Order of screens: Kir21 block | CHT inh
`COc1ccc(-n2cc(-c3ccccc3)c3c(NCCOCCO)ncnc32)cc1` across the screens: 0.13 | i
`Cc1ccc(-c2c(C#N)c(N)nc3c2CCCCC3)cc1` across the screens: -0.92 | i
`Cc1c(Cc2ccccc2)c(=O)oc2cc(OC(C)C(=O)NCC3CCC(C(=O)O)CC3)c(Cl)cc12` (stereo not given) across the screens: 2 | i
`CCOc1ccccc1NC1=C(Cl)C(=O)N(c2ccc(OC)cc2)C1=O` across the screens: 0.92 | i
`COc1cccc(C2C(C(=O)c3cc4ccccc4o3)=C(O)C(=O)N2CCN(C)C)c1OC` (stereo not given) across the screens: 2.3 | i

(continued)
SMILES	Kir21 block	CHT inh
COc1ccc(NC2CCCN(C(=O)CN3CCOC3=O)C2)cc1OC (stereo not given)	0.14	i
COc1ccc(CCNC2CC(=O)N(C)C2=O)cc1OC (stereo not given)	0.35	i
CCOC(=O)CC1=CC(=O)Nc2ccccc2N1	1.1	i
CCOC(=O)c1ccc(NC(=O)C23CCC(C)(C(=O)O2)C3(C)C)cc1 (stereo not given)	0.86	i
CC(OC(=O)c1cc(=O)[nH]c2ccccc12)C(=O)c1ccccc1 (stereo not given)	-0.07	i
CCCn1c(SC(C(=O)Nc2cc(C)ccc2OC)c2ccccc2)nc2ccccc2c1=O (stereo not given)	-0.01	i
CCOc1c(S(=O)(=O)NC2CC(C)(C)NC(C)(C)C2)ccc(Cl)c1Cl	1.4	i
Cc1ccc(N2CCN(CCc3nc4cc(NS(C)(=O)=O)ccc4n3C)CC2)cc1	0.38	i
Cc1ccc(CNC(=O)CN(C(=O)C2(C)CC(=O)N=C3C=CC=CN32)c2ccccc2)cc1 (stereo not given)	-1.5	i
CCOc1cc(S(=O)(=O)NCC2CCCO2)ccc1F (stereo not given)	0.52	i
O=S(=O)(c1ccc(F)cc1)N1CCN(C(=S)NCCc2ccccc2)CC1	-0.69	i
O=C(O)c1ccc(-n2nnnc2Oc2cccc3cccnc23)cc1	-0.33	i
Cc1ccc(NC(=O)c2nnn(-c3cc(C)cc(C)c3)c2N)cc1	-0.32	i
COc1ccc([N+](=O)[O-])cc1NC(=O)c1cn(-c2ccc(C)c(C)c2)c(=O)c2ccccc12	0.47	i
COc1ccccc1C(=O)OCCNC(=O)Cn1cnc2c1c(=O)n(C)c(=O)n2C	0.73	i
Cc1cc(OC(=O)c2ccccc2)c([N+](=O)[O-])c(=O)[nH]1	0.78	x
CCNC(=O)NC(=O)C(C)Sc1nc2ccccc2c(=O)n1-c1cccnc1 (stereo not given)	0.95	i
Cc1ccc(OC(=O)CCc2c(C)nc3ncnn3c2C)cc1	-0.06	i
CC(=O)Nc1ccc(S(=O)(=O)N(Cc2cccnc2)Cc2cc3ccccc3[nH]c2=O)cc1	1.1	i
Cc1cc(C2=NNC(=NC3CC3)SC2)c(C)n1-c1ccccc1F	-2.9	i
O=C(CC1(O)C(=O)Nc2ccccc21)c1ccc2c(c1)OCO2 (stereo not given)	-0.47	i
Cc1cccc(S(=O)(=O)N2CCN(Cc3ccc4c(c3)OCO4)CC2)c1	-0.74	i
CCCCCCCCC1=NCCc2c1[nH]c1ccccc21	-7.8*	i
CC(C)(C)NS(=O)(=O)c1ccc(CCC(=O)NCc2ccccn2)cc1	0.14	i
O=C1c2ccccc2C(=O)N1CCCCSc1nnc2ccccn12	-0.63	i
Cc1ccc(CN2C(=O)c3ccccc3NC2c2ccccn2)cc1 (stereo not given)	-1.6	i
N#Cc1c(SCC(N)=O)nsc1SCc1ccc(Cl)cc1	1.7	i
COc1ccc(CCNC(=O)CSCc2c(F)cccc2Cl)cc1OC	-2.5	i
CC1CCc2sc(C(=O)OCC(=O)NC(C)C)cc2C1 (stereo not given)	0.72	i
Cc1ccc(S(=O)(=O)Nc2ccc(C(=O)Nc3cc(C)on3)cc2)cc1	-0.81	i
CCOC(=O)C1(CCCc2ccccc2)CCN(S(=O)(=O)N(C)C)CC1	-0.83	i
CC(C)(C)C(=O)N1CCN(c2nc3ccccc3s2)CC1	1.3	i
CCN(CC)C(=O)c1ccc(Nc2nnc(C)c3ccccc23)cc1	1.4	i
COc1ccc2c(c1)[nH]c1c(Cl)ncnc12	-0.5	i
COc1ccc(CCNC(=O)c2cc(S(=O)(=O)N3CCOCC3)cn2C)cc1OC	-1.3	i
Cc1cccc(OCCC(=O)Nc2nnc(C)s2)c1	-1.3	i
O=C(Cn1nnc2ccccc2c1=O)Nc1ccc(S(=O)(=O)N2CCOCC2)cc1	1.7	i
Cc1ccc(-c2cc(-c3cccs3)[nH]n2)c(O)c1	0.71	i
CC(Cc1c[nH]c2ccccc12)NC(N)=O (stereo not given)	0.06	i
CC(C)c1ccc(/C=N/Nc2ccc(C(=O)O)cc2)cc1	-2.5	i
O=S(=O)(N/N=C/c1ccc2c(c1)OCO2)c1ccc(Br)cc1	1.6	i
COc1ccc(CCN(Cc2cccs2)S(=O)(=O)c2ccc(C(=O)O)cc2)cc1OC	-0.87	i
Cc1cccc(C(=O)Nc2cc(=O)n(C)c(=O)n2C)c1	0.02	i
CCOC(=O)C(C)(C)Sc1nc2c(cnn2-c2ccc(F)cc2)c(=O)[nH]1	0.48	i
CN1CCc2c(sc3c2c(=O)n(-c2ccccc2)c2n[nH]c(=S)n32)C1	-1.4	i
O=C(OCc1nc2ccccc2[n+]([O-])c1C(=O)c1ccccc1)c1cccnc1	0.96	i
NS(=O)(=O)c1ccc(NCc2c(F)cccc2Cl)cc1	-0.52	x
CC1(C)C(=O)N(CCN2CCC(C(=O)c3ccc(F)cc3)CC2)c2ccccc21	x	i
COc1ccc(/C=N/n2cncn2)cc1CSc1ccccn1	1.7	i
CCn1cc(C(=O)NC2CCCCCC2)c(=O)c2cc(S(=O)(=O)N3CCCCC3)ccc21	x	i
CC(=O)c1ccc(NC(=O)c2ccc(S(=O)(=O)c3ccccc3)cc2)cc1	0.14	i
COc1cccc2cc(-c3ccccc3)c(=O)oc12	0.79	i
O=C(O)CSCC(=O)N1CCCN(c2nccc(C(F)(F)F)n2)CC1	-0.25	i
O=C(O)CCNC(=O)c1ccccc1	0.02	i
CC1CCCC(C)N1C(=O)COC(=O)Cc1c[nH]c2ccccc12 (stereo not given)	-2.4	i
CCCc1ccc(C(=O)CCC(=O)O)cc1	-2.1	i
COCCNC(=O)c1ccc2c(=O)n(Cc3ccco3)c(SCC(=O)NC3CCCCC3)nc2c1	0.01	i
CC(C)(C)c1ccc(/C=N/Nc2cccc(C(=O)O)c2)cc1	-0.43	i
CCNC(=S)N=Nc1c(O)[nH]c2ccc(C(C)C)cc12	-0.96	i
CCCC(C)NC(=O)/C=C/c1cccc([N+](=O)[O-])c1 (stereo not given)	-1.4	i

Additional compounds.
SMILES	Kir21 block	CHT inh
COc1ccc(C2CC(c3ccccc3)=NN2C(=O)CCCC(=O)O)cc1 (stereo not given)	1	i
CCSc1nnc(NC(=O)C(CC)(C(F)(F)F)C(F)(F)F)s1	1	-5.2*
CCN(CC)S(=O)(=O)c1ccc2c(c1)c(=O)c(C(=O)NCCOC)cn2C	-0.21	i
COc1cc(NC(=O)c2cc3ccccc3o2)c(OC)cc1Br	-0.01	i
O=C(CCCNS(=O)(=O)c1cccs1)N1CCc2ccccc2C1	-0.36	i
COCC(=O)N(C)c1nnc(-c2cnccn2)s1	-0.32	i
FC(F)(F)c1cccc(-c2nc3nc(Cl)c(Cl)nc3[nH]2)c1	0.09	-7.8*
CCN(CC(=O)NCc1ccc(F)cc1)CC(O)COCc1cccc(OC)c1 (stereo not given)	-1.4	i
Cc1cc[n+]2c3c(cccc13)CCC2	-0.2	i
CCc1ccc(NC(=O)CN(c2ccccc2)S(=O)(=O)N(C)C)cc1	1.6	i
COc1cccc(NC(=O)NCCN2CCCCC2)c1	1.5	i
Cc1ccc(-c2nc(C)sc2CC(=O)O)cc1	-1.4	i
CCOc1cc(S(=O)(=O)N2CCN(S(=O)(=O)CC)CC2)c(OCC)cc1-n1cnnn1	-1.2	i
CC1CC(C)(C)NC(=S)N1CC(=O)NCc1ccc(Cl)cc1 (stereo not given)	-1.7	i
C/C(=N\N=C(N)N)c1ccc(Cl)cc1	-2.5	-9.9*
O=C(CN(Cc1cccs1)C(=O)CSc1nnc(COc2ccccc2)o1)NC1CCCCC1	0.44	i
O=C(O)CCC(=O)N1N=C(c2ccc(Br)cc2)CC1c1ccc(Br)cc1 (stereo not given)	-0.6	i
O=C(C1CCC1)N1CCN(c2ccccc2)CC1	0.66	i
CCC(CC)NC(=O)CCCSc1nc2ccccc2[nH]1	-0.53	i
CC(=O)c1ccc(NC(=O)C2CC(=O)Nc3nc4ccccc4n32)cc1 (stereo not given)	0.04	i

Screening data as filed in PubChem BioAssay.
